# Bioassay records from PubChem BioAssay.
# PREPL inh – human PREPL enzyme inhibition; 320,000 tested, 0.68% active; recombinant PREPL, fluorescence polarization activity-based probe; AID 2751; inhibition, % at 5.96 µM; in the data active = inhibition above about 43%;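 note: 0% = enzyme with DMSO and 100% = wells lacking enzyme; many of its hits are not listed in these tables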
# PP5 primary – PP5 (human) phosphatase inhibition; P53041; purified PP5c, OMFP substrate fluorescence; inhibition, % at 6.7 µM; 320,000 tested, 0.18% active;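 active = inhibition above the campaign's mean inhibition across all tested compounds plus 3 SD, cut at about 9.5% in these data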;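 note: 0% = DMSO only and 100% = 100 µM cantharidin control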
# Target sequence (P53041 whole entry, looked up): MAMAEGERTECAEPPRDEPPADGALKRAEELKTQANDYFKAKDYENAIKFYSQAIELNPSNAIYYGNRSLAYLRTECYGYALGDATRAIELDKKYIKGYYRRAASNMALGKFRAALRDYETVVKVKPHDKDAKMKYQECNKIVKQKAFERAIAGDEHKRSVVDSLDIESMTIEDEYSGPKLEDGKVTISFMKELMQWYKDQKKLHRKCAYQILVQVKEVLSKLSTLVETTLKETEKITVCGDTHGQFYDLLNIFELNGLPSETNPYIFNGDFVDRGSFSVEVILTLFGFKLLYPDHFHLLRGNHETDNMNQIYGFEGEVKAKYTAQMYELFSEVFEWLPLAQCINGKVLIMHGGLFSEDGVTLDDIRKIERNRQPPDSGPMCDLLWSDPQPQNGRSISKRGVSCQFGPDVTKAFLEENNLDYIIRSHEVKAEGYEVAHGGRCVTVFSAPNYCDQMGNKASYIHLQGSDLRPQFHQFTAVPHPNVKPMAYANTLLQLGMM
# Efflux pump inh – blocks antifungal efflux pumps in multiplex yeast assay | 330,000 tested, 0.44% active | S. cerevisiae Candida pump triplex, Nile Red efflux | inhibition, % at 10 µM;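 active = plate passing quality check with inhibition over a set limit, or well fluorescence over plate mean plus 4 SD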;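 note: Nile Red retained in pooled yeast measured as flow cytometry median fluorescence; 0% = buffer negative control and 100% = Enniatin B positive control; higher means more Nile Red kept so more efflux inhibition; some compounds called inactive have numbers as strong as hits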
# PP1 inh – counter-screen for PP5 inhibitors: inhibitors of human PP1-alpha; purified PP1alpha, OMFP fluorescence; 320,000 tested, 0.9% active; inhibition, % at 6.7 µM; P62136; AID 2235;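 active = inhibition above the mean inhibition of all tested compounds plus 3 SD, computed separately for each screening campaign, cut at about 15% in these data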
# Fh CTSL1 inh – blocks F. hepatica cathepsin L1 in PFM18AAP counter-screen; recombinant F. hepatica cathepsin L1, Z-Leu-Arg-MCA fluorescence; inhibition, % at 5.96 µM; 300,000 tested, 0.49% active; AID 1906;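 active = inhibition above the mean of all tested compounds plus 3 SD, set per screening campaign, cut at about 17% in these data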;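 note: 0% = plate median of test compound wells and 100% = 1 µM Z-Phe-Ala-diazomethylketone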
# ZTA DNA inh – counter-screen for EBNA-1 inhibitors: inhibitors of Epstein-Barr virus ZTA; P03206; ZTA-DNA binding, fluorescence polarization; inhibition, % at 11 µM; 320,000 tested, 0.15% active; AID 2234; in the data active = inhibition above about 33%
# Target sequence (P03206 whole entry, looked up): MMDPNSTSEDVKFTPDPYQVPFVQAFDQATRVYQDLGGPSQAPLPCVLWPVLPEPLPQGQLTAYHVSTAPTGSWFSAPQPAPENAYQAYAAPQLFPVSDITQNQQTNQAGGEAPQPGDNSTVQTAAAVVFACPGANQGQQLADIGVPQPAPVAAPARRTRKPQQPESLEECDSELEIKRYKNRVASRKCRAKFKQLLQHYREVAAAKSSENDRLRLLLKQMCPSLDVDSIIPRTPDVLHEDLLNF
# TPT1 inhibitor – blocks Candida albicans tRNA 2'-phosphotransferase; recombinant caTPT1, FP RNA substrate dephosphorylation; inhibition, % at 5 µM; 300,000 tested, 0.81% active; AID 1962;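 active = inhibition above the mean of all tested compounds plus 3 SD, set per screening campaign, cut at about 24% in these data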;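 note: plate controls were DMSO alone for no effect and ferristatin control at 100 nM for full effect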
# HCV core dimer – HCV core protein dimerization inhibition; TR-FRET GST/Flag-core106 dimerization, 1536-well; inhibition, % at 5 µM; 300,000 tested, 0.33% active;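 active = inhibition above the mean of all tested compounds plus 3 SD, set per screening campaign, cut at about 45% in these data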
#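 Assay system: tagged HCV core106 pair (GST and Flag); medium: KF-containing HEPES buffer, pH 7.45, DTT, CHAPS, BSA; also added: Eu donor and XL665 acceptor anti-tag antibodies; dosing: 5 µM single dose; timing: compound-protein-antibody incubation 4 h at 22.5 °C; signal: TR-FRET 671 and 617 nm emission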
# EBNA-1 inh – blocks EBNA-1 binding to DNA | EBNA-1 DNA binding, fluorescence polarization | inhibition, % at 14.8 µM | 300,000 tested, 0.34% active; in the data active = inhibition above about 28%
# * = called active by the depositor; nt = no result given. A portion of the library; the hit share may differ from the screen's.
[1] O=C(Nc1nc2ccccc2n1CCN1CCOCC1)c1ccc(COc2ccccc2Br)o1
[2] Cc1ccc(CSc2nnc(-c3cccs3)n2C)cc1
[3] C#CCOCCOCCOCCNc1nc(N2CCN(C(=O)[C@H]([C@@H](C)CC)n3cc([C@@H](N)Cc4ccc(O)cc4)nn3)CC2)nc(N2CCN(C(=O)[C@H]([C@@H](C)CC)n3cc([C@@H](N)Cc4ccc(O)cc4)nn3)CC2)n1
[4] COCCNC(=O)/C(C#N)=C/c1c(N2CCN(c3ccc(OC)cc3)CC2)nc2c(C)cccn2c1=O
[5] CN(C)CCn1c2c(c(SCC(=O)Nc3ccc4c(c3)OCCO4)nc1=O)CCCC2
[6] COc1ccc(C)cc1NC(=O)CCN1CCN(C/C=C/c2ccccc2)CC1
[7] COCCn1c(=N)c(S(=O)(=O)c2ccc(F)cc2)cc2c(=O)n3ccccc3nc21
[8] Fc1ccc(C2=CC(c3ccco3)n3nnnc3N2)cc1 (centres undefined)

assay / compound,1,2,3,4,5,6,7,8
PP1 inh,6,-2,6,2,-3,-1,-3,-1
EBNA-1 inh,-14,-3,9,-17,2,6,-3,-5
Efflux pump inh,-0.1,0.0,0.1,0.4,-0.1,-0.1,0.1,0.1
TPT1 inhibitor,1,-4,0,1,0,0,3,1
PP5 primary,7.1,0.8,2.1,2.4,-3.6,-1.0,0.4,1.7
HCV core dimer,-1,8,3,1,2,3,6,-1
PREPL inh,19,4,15,54*,26,22,2,-55
Fh CTSL1 inh,6,-6,12,-4,-1,1,-3,-3
ZTA DNA inh,-28,6,3,-5,-5,3,-5,-8

[9] O=C(COC(=O)CNC(=O)c1cccc([N+](=O)[O-])c1)Nc1nc2ccccc2s1
[10] COc1ccc(-c2cn3cc(C)ccc3n2)cc1OC
[11] Cc1ccc(OCCOCCn2cnc3ccccc3c2=O)c([N+](=O)[O-])c1
[12] COc1ccc(C(=O)N2CC3(CC(c4cccc(NC(=O)CC(c5ccccc5)c5ccccc5)c4)=NO3)C[C@H]2C(N)=O)cc1 (some centres undefined)
[13] CC(=O)Oc1ccc(-c2cccc(C(=O)NCCO)c2)cc1
[14] Cc1c(NC(=O)C2Cc3ccccc3CN2C(=O)c2ccco2)c(=O)n(-c2ccccc2)n1C (centres undefined)
[15] Cc1cccc(OCc2nnc(SCC(=O)N(C(C)C)C(C)C)n2Cc2ccco2)c1C
[16] COc1ccc(Nc2nc3ccccc3nc2NS(=O)(=O)c2cccs2)c(OC)c1

assay / compound,9,10,11,12,13,14,15,16
PP1 inh,-3,0,1,9,-2,-2,-4,0
EBNA-1 inh,2,-5,-1,12,0,-17,-6,6
Efflux pump inh,0.5,-0.2,0.1,-0.1,0.0,0.1,-0.1,-0.1
TPT1 inhibitor,0,2,2,0,2,-1,-4,-2
PP5 primary,0.6,0.4,0.1,4.2,1.4,1.2,2.6,0.9
HCV core dimer,-1,-1,-5,20,-8,11,9,12
PREPL inh,2,13,-14,0,4,17,28,-2
Fh CTSL1 inh,-12,-3,1,3,-13,-4,5,3
ZTA DNA inh,7,-32,20,-3,-4,11,-13,6

# Quoted from the listing.
# Cc1ccc(OCCOCCn2cnc3ccccc3c2=O)c([N+](=O)[O-])c1 in EBNA-1 inh is entered as -1
# Cc1cccc(OCc2nnc(SCC(=O)N(C(C)C)C(C)C)n2Cc2ccco2)c1C in EBNA-1 inh is entered as -6
# Cc1c(NC(=O)C2Cc3ccccc3CN2C(=O)c2ccco2)c(=O)n(-c2ccccc2)n1C (centres undefined) in HCV core dimer is entered as 11

# Single records (already shown).
# Profile of Cc1c(NC(=O)C2Cc3ccccc3CN2C(=O)c2ccco2)c(=O)n(-c2ccccc2)n1C (centres undefined) = PP1 inh = -2; EBNA-1 inh = -17; Efflux pump inh = 0.1; TPT1 inhibitor = -1; PP5 primary = 1.2; HCV core dimer = 11; PREPL inh = 17; Fh CTSL1 inh = -4; ZTA DNA inh = 11
# Profile of COc1ccc(Nc2nc3ccccc3nc2NS(=O)(=O)c2cccs2)c(OC)c1 = PP1 inh = 0; EBNA-1 inh = 6; Efflux pump inh = -0.1; TPT1 inhibitor = -2; PP5 primary = 0.9; HCV core dimer = 12; PREPL inh = -2; Fh CTSL1 inh = 3; ZTA DNA inh = 6

# Remaining list, next part.
[17] COc1ccc(/C=N/OC/C(O)=C(\C#N)c2nc3ccccc3[nH]2)cc1
[18] CCN(CC)CCN(Cc1cc2ccc(C)c(C)c2[nH]c1=O)C(=S)NCc1ccco1
[19] COc1ccc(OCC(=O)N(Cc2ccc(C)o2)C2CCS(=O)(=O)C2)cc1 (centres undefined)
[20] CSc1nc2cc3c(cc2n1C(=O)c1ccc(C)cc1)OCCO3
[21] CCOC(=O)C1CCCN(S(=O)(=O)c2ccc3c4c(cccc24)C(=O)N3CC)C1 (centres undefined)
[22] COCCN=C1Sc2nc3ccc(C)cc3cc2CN1Cc1cccs1
[23] CN(CC(=O)Nc1cccc(F)c1)C(=O)C1CC(=O)N(Cc2ccco2)C1 (centres undefined)
[24] O=C(NCCN1CCOCC1)C1CCN(S(=O)(=O)N2CCCC2)CC1

assay / compound,17,18,19,20,21,22,23,24
PP1 inh,9,0,-2,-2,0,5,-4,-4
EBNA-1 inh,-9,-6,-20,2,nt,-13,4,-1
Efflux pump inh,0.0,0.1,0.1,-0.2,0.1,0.6,-0.3,0.1
TPT1 inhibitor,3,-1,2,-4,nt,3,-5,4
PP5 primary,1.2,3.8,1.6,-0.3,3.1,-1.3,-0.5,-3.6
HCV core dimer,7,0,-3,-1,nt,15,-3,-1
PREPL inh,9,-14,12,3,-1,-3,12,12
Fh CTSL1 inh,0,1,3,1,nt,-4,4,-5
ZTA DNA inh,-15,1,-14,-6,7,11,-8,18

[25] COCCNC(=S)NC1CC2CCCC(C1)N2Cc1ccco1 (centres undefined)
[26] CCS(=O)(=O)N1CCN(c2ccc([N+](=O)[O-])c(NCC3CCCO3)c2)CC1 (centres undefined)
[27] COc1ccc2c(c1)sc(N)[n+]2Cc1cc(C)cc2cccnc12
[28] FC(F)Oc1ccc(NC(=S)NC23CC4CC(CC(C4)C2)C3)cc1
[29] Cc1ccc(Nc2nc(-c3sc(NC(=O)c4ccco4)nc3C)cs2)cc1
[30] COC(=O)c1cc2sccc2n1Cc1nc(-c2cccc(Cl)c2)oc1C
[31] Cc1ccc(NC(=O)c2cc(S(=O)(=O)NCCc3ccccc3)ccc2F)cc1Cl
[32] CCN(CC)C(=O)C(C)OC(=O)COc1ccc(Cl)cc1C (centres undefined)

assay / compound,25,26,27,28,29,30,31,32
PP1 inh,-3,-1,6,1,-1,-2,8,-2
EBNA-1 inh,-3,3,3,2,11,3,-6,-6
Efflux pump inh,0.1,0.0,-0.1,0.0,-0.1,0.0,0.0,0.1
TPT1 inhibitor,2,-5,2,-1,1,-2,-2,-1
PP5 primary,0.7,-0.1,0.7,4.2,2.5,0.4,4.5,4.6
HCV core dimer,-1,1,4,10,-2,-5,1,-2
PREPL inh,12,4,2,3,15,1,-20,19
Fh CTSL1 inh,2,4,0,0,3,1,0,-16
ZTA DNA inh,-2,1,-2,-14,5,6,-13,-3

[33] Cc1ccccc1NC(=O)COC(=O)C1CC2CCCC(C1)C2=O (centres undefined)
[34] CCCCc1cc(=O)oc2cc(OCC(=O)N3CCOCC3)ccc12
[35] CCCS(=O)(=O)N1CCCC(C(=O)N2CCOCC2)C1 (centres undefined)
[36] OCC1(CCc2ccccc2)CCN(Cc2cccn2-c2cccnc2)CC1
[37] CCC(C)(C(=O)NC1CCCC1)N(C(=O)CNC(C)=O)c1ccccc1 (centres undefined)
[38] Cc1ccc(NC(=O)CSc2nnc(C)c(=O)n2N)cc1Cl
[39] S=C(c1ccc(-c2ccc(Cl)cc2Cl)o1)N1CCCC1
[40] CCOC(=O)c1cc(NC(=O)Nc2ccccn2)c(C)nc1C

assay / compound,33,34,35,36,37,38,39,40
PP1 inh,-2,-2,5,-2,0,-2,-5,1
EBNA-1 inh,nt,7,3,-22,-3,5,-6,2
Efflux pump inh,0.1,0.4,-0.1,0.2,0.0,0.2,-0.1,0.1
TPT1 inhibitor,nt,-1,-6,-1,-5,-2,1,-3
PP5 primary,0.5,-0.8,3.0,3.2,-1.8,1.6,1.4,3.2
HCV core dimer,nt,3,-4,0,-8,5,11,0
PREPL inh,13,-2,4,15,0,3,-4,-1
Fh CTSL1 inh,nt,-3,-3,-1,-2,-3,0,0
ZTA DNA inh,-23,13,-5,-4,1,2,4,-22

[41] COc1ccc(Cl)cc1S(=O)(=O)NCc1ccncc1
[42] CCn1nc(C)cc1C(=O)N1CCCC(C(=O)c2ccc(Oc3ccccc3)cc2)C1 (centres undefined)
[43] COC(=O)c1ccc(C(=O)OC)c(NC(=O)C2CC2)c1
[44] Cc1[nH]c(=O)[nH]c(=O)c1S(=O)(=O)N1CCN(c2cccc(Cl)c2)CC1
[45] CCOc1ccc(N2C(=O)CC(N(Cc3ccco3)C(=O)CCC(=O)O)C2=O)cc1 (centres undefined)
[46] CCOP(=O)(OCC)c1nc(-c2cccc3ccccc23)oc1NCc1ccccc1
[47] COc1ccc(OC(=O)N2CCOCC2)cc1
[48] COc1ccc(C(=O)N/N=C(\C)Cn2cnc([N+](=O)[O-])n2)cc1

assay / compound,41,42,43,44,45,46,47,48
PP1 inh,-2,2,-2,-6,-2,-2,-4,2
EBNA-1 inh,4,-9,1,10,1,5,-1,4
Efflux pump inh,-0.1,-0.2,0.0,-0.1,0.1,-0.1,0.0,-0.4
TPT1 inhibitor,1,-3,0,-4,1,-2,-5,-5
PP5 primary,1.7,2.6,3.4,2.7,-2.6,1.0,-2.4,2.0
HCV core dimer,-10,-6,-2,4,-1,10,8,-9
PREPL inh,9,13,-3,-8,4,10,7,17
Fh CTSL1 inh,-7,1,1,2,2,4,-1,4
ZTA DNA inh,-34,-3,-7,-3,-10,11,11,-6

[49] N#Cc1c(NC(=O)CSc2nc3ccccc3c(=O)n2Cc2ccco2)sc2c1CCCC2
[50] Cc1nn(CC(=O)NCc2ccccc2)c(=O)c2ccccc12
[51] O=C1C(Cl)=C(N2CCCCCC2)C(=O)N1c1ccccc1
[52] O=C(Nc1ccc2c(c1)OCO2)c1cnc2n(c1=O)CCS2
[53] COC(=O)c1cccc(NC(=O)CCSc2ccc(Cl)cc2)c1C
[54] COc1ccccc1-c1coc2c(CN3CCOCC3)c(O)ccc2c1=O
[55] CCC1CCCCN1CCCNC(=O)C1CCN(c2ncnc3c2nc2n3CCCCC2)CC1 (centres undefined)
[56] COc1ccc(S(=O)(=O)N2CC(C)N(S(=O)(=O)c3ccc(OC)cc3)CC2C)cc1 (centres undefined)

assay / compound,49,50,51,52,53,54,55,56
PP1 inh,3,4,-4,1,1,-2,-4,-4
EBNA-1 inh,-4,-5,5,1,-9,1,-4,6
Efflux pump inh,0.1,-0.1,-0.2,0.1,0.0,-0.1,0.0,-0.1
TPT1 inhibitor,1,1,3,3,1,-4,0,-8
PP5 primary,0.7,0.4,3.0,-1.2,2.7,-1.9,-0.7,-0.9
HCV core dimer,7,-4,3,5,-1,-2,2,-3
PREPL inh,4,-5,-6,8,-8,14,4,1
Fh CTSL1 inh,1,0,19*,4,-1,2,1,-1
ZTA DNA inh,15,-1,-3,0,4,-15,7,15
